Assay outcomes (PubChem)
Pyk2 oligo antag – Pyk2 (human) oligomerization antagonism. Q14289. Q293 cells, Pyk2 FERM NanoBiT luminescence; hits give low values. z-score (the deposit names both 25 µM and 10 µM). hit rate 0.83% among 99,000. AID 1347419;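 active = Z-score of -3 or lower, scaled per plate to the spread of control and sample wells; inactive = z-score above -3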;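 also: negative z-score means lost luminescence so less FERM oligomerization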
VCAM1 TNFa inh – reduces TNF alpha induced VCAM1 expression in HUVEC. HUVEC TNFa-induced VCAM-1 immunofluorescence, high-content imaging. inhibition, % at 2 µM. hit rate 0.48% among 95,000. AID 802;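 active = inhibition above the batch mean plus 3 SD, with images confirmed as a hit by eye, cut at about 37% in these data; inconclusive = inhibition above that limit but hit not confirmed in images; inactive = inhibition not above that limit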;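 also: 0% = TNF-stimulated DMSO wells and 100% = unstimulated control wells; not every result past the cut was called active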
Smad3 inh – inhibitors of human Smad3 transcription factor binding; hit rate 0.29% among 88,000; TR-FRET Smad3/Dy647-FoxH1 peptide binding, europium anti-His; inhibition, % at 25 µM; P84022;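 active = compounds that reduce the energy-transfer binding signal between the protein and its labelled peptide by more than half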;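 also: 0% = Smad3 plus labelled peptide maximal FRET and 100% = peptide-only background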
Target sequence (P84022 whole entry, looked up): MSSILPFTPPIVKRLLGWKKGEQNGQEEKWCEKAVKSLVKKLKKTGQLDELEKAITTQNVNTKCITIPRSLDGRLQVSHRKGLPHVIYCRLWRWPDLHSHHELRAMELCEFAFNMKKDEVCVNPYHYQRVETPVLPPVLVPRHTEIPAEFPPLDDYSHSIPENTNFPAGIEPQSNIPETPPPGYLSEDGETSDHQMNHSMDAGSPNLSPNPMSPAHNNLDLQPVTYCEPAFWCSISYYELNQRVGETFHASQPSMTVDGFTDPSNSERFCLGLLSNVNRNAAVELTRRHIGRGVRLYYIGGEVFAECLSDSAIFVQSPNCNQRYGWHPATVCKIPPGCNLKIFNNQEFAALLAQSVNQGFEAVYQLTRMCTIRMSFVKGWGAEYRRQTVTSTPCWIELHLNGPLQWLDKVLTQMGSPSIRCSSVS
IL1B cytotox – HUVEC cytotoxicity counter-screen, IL-1B stimulated; HUVEC cell count loss, Hoechst imaging; cell count reduction, % at 2 µM; hit rate 0.41% among 94,000; AID 845;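 active = cell count reduction more than 3 SD above the screen-wide mean, cut at about 70% in these data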;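 also: normalized per plate to untreated control cells as the no-loss baseline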
Lung fibro prol – blocks proliferation of human lung fibroblasts; hit rate 1.1% among 85,000; LL 47 human lung fibroblast viability, ATP luminescence; hits give low values; viability, % at 10 µM;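 active = viability at or below 50% in the single dose screen; inactive = viability above 50%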;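 also: compound exposure lasted 72 h before the ATP readout; 100% = median luminescence of untreated cell-only wells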
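Assay system: human lung fibroblast line LL 47, low passage. Input: 1,150 fibroblasts seeded per well. Times: overnight cell rest, 72 h compound treatment at 37 °C. Evaluation: % viability of median cell-only signal. Technique: luminescent ATP detection, CellTiter-Glo. Control set: cell-only wells, no compound.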
H69AR inhibit – growth inhibitors of human H69AR lung tumor cells; H69AR lung tumor viability, ATP luminescence, 72 h; hits give low values; viability, % at 10 µM; hit rate 6% among 85,000; AID 598;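 active = viability at or below 40%; inactive = viability above 40%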;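 also: multidrug resistant small cell line overexpressing MRP-1 efflux transporter; 100% = mean luminescence of untreated control wells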
cytoskel mod – modifiers of cytoskeleton assembly. hit rate 0.18% among 91,000. inhibition, % at 2 µM. AID 836. HUVEC TNFa F-actin phalloidin imaging, high content;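 active = inhibition above the batch mean plus 3 SD and confirmed as a hit by visual image inspection, cut at about 30% in these data, passing the limit was not always enough; inconclusive = above the inhibition threshold but rejected on visual inspection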; also: strong numbers were not always called active
HUVEC tox TNFa – toxic to HUVEC cells under TNF alpha stimulation; HUVEC TNFalpha-stimulated, Hoechst cell count, imaging; cell count reduction, % at 2 µM; hit rate 0.17% among 93,000;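 active = cell count reduction exceeding the screen mean by over 5 SD, scaled to untreated wells per plate, cut at about 78% in these data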;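 also: cells counted after 24 h of TNF alpha exposure following the 1 h pretreatment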
HUVEC prolif 384 – inhibitors of human endothelial cell proliferation | HUVEC proliferation, CellTiter-Glo luminescence, 72 h; hits give low values | viability, % at 10 µM (by protocol) | hit rate 1.1% among 86,000;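 active = viability at or below 30%; inactive = viability above 30%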;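 also: 100% = median luminescence of DMSO-only cell control wells on each plate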
Active calls of the source: *; u = inconclusive; x = not tested or not shown; [ ] = another dose, or the depositor's remark. These rows are one share of the data. The share of hits here may be higher or lower than overall.

| compound | H69AR inhibit | Lung fibro prol | cytoskel mod | VCAM1 TNFa inh | IL1B cytotox | Pyk2 oligo antag | HUVEC tox TNFa | HUVEC prolif 384 | Smad3 inh |
| --- | --- | --- | --- | --- | --- | --- | --- | --- | --- |
| O=S(Cc1ccc(Cl)cc1)CC(O)COc1ccc(Cl)cc1 (stereo not drawn) | 99.7 | 98.4 | -0.4 | -9.1 | -108.6 | 0.11 | -26.4 | 110.4 | 7.8 |
| O=S(=O)(c1cc(-c2nc3ccccc3s2)ccc1Cl)N1CCOCC1 | x | x | 10.1 | 20.6 | -24.7 | x | -6.6 | x | x |
| CCC1Sc2ccccc2N(CC(=O)NC2CCCC2)C1=O (stereo not drawn) | 95.0 | 100.7 | 8.8 | 10.3 | -12.0 | 0 | -2.9 | 86.5 | -1.8 |
| CSc1nc(Oc2ccc(Cl)cc2)c2sccc2n1 | x | x | 44.6 | -5.9 | -12.9 | 1.19 | -11.2 | x | x |
| O=C1c2ccccc2C(=O)N1CCN1CCc2ccccc21 | 95.4 | 99.4 | -9.7 | 12.3 | 24.4 | 0.09 | 23.3 | 103.6 | 9.4 |
| CCCCCCSc1ncc(C#N)c(N)n1 | 97.0 | 104.6 | -12.2 | -14.7 | 2.6 | 0.95 | -21.0 | 114.5 | 9.4 |
| O=C(CCNS(=O)(=O)c1cccs1)NCc1cccs1 | 99.9 | 97.9 | 10.8 | -18.9 | -17.7 | 0.13 | -38.4 | 111.5 | 8.2 |
| COc1ccc2c(c1)C1(Nc3ccccc3-c3nc4ccccc4n31)C(=O)N2 (stereo not drawn) | 85.1 | 90.8 | -4.6 | -0.6 | 70.9* | -2.12 | 2.9 | 81.0 | 3.9 |
| O=C(Nc1ccc2oc(-c3ccccc3)nc2c1)c1ccccc1F | 86.8 | 112.8 | 8.9 | 11.9 | -35.6 | 0.07 | -22.0 | 101.5 | 12.2 |
| COc1ccc(O)c(C(=O)c2cnn(C(=O)c3cc(C)oc3C)c2)c1 | 80.2 | 112.3 | x | x | x | -0.04 | x | 76.1 | -9.9 |
| C=CCSC1=C(C#N)C(c2ccccc2OCC)CC(=O)N1 (stereo not drawn) | 88.9 | 100.1 | -11.0 | -17.5 | -55.1 | -0.04 | 1.5 | 85.5 | 1.0 |
| Cn1c(CN2CCOCC2)nc2cc(NC(=O)c3ccc(Cl)cc3)ccc21 | 65.8 | 98.3 | -24.1 | -2.4 | 4.8 | -0.4 | -7.3 | 66.1 | 13.4 |
| CCn1c(SC/C=C/c2ccccc2)nnc1-c1cnccn1 | 101.3 | 103.6 | 0.0 | -9.6 | -20.0 | 0.42 | 0.0 | 106.9 | 5.7 |
| Cc1nc2sc3c(c2c(=N)n1N)CC(C)(C)OC3 | x | x | 13.6 | 10.0 | -10.9 | -0.19 | x | x | x |
| Cc1ccc(-n2nnnc2SCC(=O)N2c3ccccc3NC(=O)C2(C)C)cc1 | 79.5 | 87.6 | -7.9 | -3.6 | 37.0 | -0.07 | -7.2 | 91.6 | 3.6 |
| N#C/C(=C\c1ccc(-c2cccc(Cl)c2)o1)C(=O)Nc1cccc2cccnc12 | 14.6* | 96.5 | 17.0 | -26.4 | -3.7 | -1.01 | -50.8 | 80.1 | 12.0 |
| Clc1ccccc1-c1ccc(/C=N/n2cnnc2)o1 | 87.9 | 90.1 | 6.5 | 16.7 | -58.1 | 0.1 | -20.6 | 32.7 | 0.7 |
| Cc1noc(C)c1S(=O)(=O)NCC(=O)O | 92.6 | 96.3 | -2.0 | -18.1 | -6.9 | 0.35 | 6.9 | 91.8 | 5.6 |
| Cc1ccc(C(=O)Nc2ccc(O)cc2C(=O)O)cc1 | 101.4 | 100.9 | 21.5 | -11.3 | 10.8 | 0.82 | -8.6 | 100.6 | 1.0 |
| CCC(=O)Nc1sc2c(c1C(N)=O)CCN(C(C)=O)C2 | 93.1 | 99.7 | x | x | x | x | x | 98.7 | -1.7 |
| CCCN1Cc2cccc(C(=O)N3CCN(c4cc(Cl)ccc4C)CC3)c2C1=O | 65.4 | 89.0 | 10.8 | -7.8 | -11.7 | x | -11.6 | 74.8 | -8.4 |
| COCCn1nnnc1C(c1ccccc1OC)N1CCN(c2ccccc2)CC1 (stereo not drawn) | 95.4 | 95.8 | -5.3 | 25.7 | -8.0 | -2.61 | -13.0 | 96.7 | 11.7[fluorescence artefact?] |
| Cc1ccc(Cl)cc1NC(=O)c1cccc(OC(F)F)c1 | x | x | 4.1 | -45.8 | 1.7 | -0.94 | -6.1 | x | x |
| O=c1c(C=Nc2ccc(Oc3ccccc3)cc2)c[nH]n1-c1cccc(Cl)n1 | x | x | 5.4 | 11.7 | 30.4 | -0.08 | -13.9 | x | x |
| O=c1cc(-c2cccc3ccccc23)[nH][nH]1 | 102.7 | 100.1 | 6.0 | 9.6 | -11.8 | 1.52 | -26.1 | 91.7 | 2.7 |
| N#CCSc1nc2c(cc1C#N)CCCC2 | 84.7 | 98.8 | 17.5 | -3.3 | 46.7 | 0.03 | 25.3 | 85.0 | 15.5 |
| CC1=C(C#N)C(=O)OC(C)(C)C1 | 97.9 | 108.7 | -16.8 | 12.2 | -11.4 | 0.73 | 1.9 | 102.2 | -8.6 |
| Cc1ccc2[nH]c3c(N4CCCCCC4)ncnc3c2c1 | 41.2 | 78.1 | -15.2 | 1.4 | -2.2 | x | -23.7 | 32.2* | -1.6 |
| CCn1c(CNc2cccc(Cl)c2)nnc1SCC(=O)OC1CCCCC1 | 102.3 | 93.5 | 16.0 | -3.6 | -5.2 | 0.31 | -9.6 | 88.2 | 1.4 |
| O=C(COc1ccc(Cl)cc1Cl)NCc1ccncc1 | 26.9* | x | 6.2 | -9.2 | 4.7 | 0.76 | -21.3 | 105.5 | 1.0 |
| CCS(=O)(=O)Nc1cc(-c2nc3cccnc3s2)ccc1C | 51.6 | 79.9 | 0.0 | -0.3 | -13.9 | x | -30.5 | 60.9 | -3.1 |
| CCOC(=O)CSc1nc2sccc2c(=O)[nH]1 | 106.0 | 103.2 | 4.1 | 4.5 | 0.6 | 2.06 | -18.7 | 111.2 | 5.1[fluorescence artefact?] |
| COc1ccc(-c2n[nH]c(=S)n2C2CCCCC2)cc1 | 88.9 | 96.1 | u | 14.5 | 3.5 | 0.55 | -17.4 | 91.2 | -2.6 |
| COc1ccc(-c2nnc3ccc(SC)nn23)cc1 | 49.3 | 87.9 | 37.7 | 5.4 | -4.7 | -0.57 | -6.3 | 74.9 | -12.2 |
| NC1=NC2(CCCCC2)N(c2cccc(Cl)c2)C(N)=N1 | 95.5 | 98.8 | -0.1 | 9.0 | 2.9 | -0.23 | -7.0 | 98.1 | 14.7 |
| COc1cccc(-c2nn(C)c3sc(C(=O)NCc4ccc(C)cc4)cc23)c1 | 91.5 | 108.5 | -18.5 | 12.8 | 9.7 | -1.48 | 4.9 | 86.6 | -2.4 |
| CCC(C)[C@@H](C(=O)Nc1ccc(OC)c(OC)c1)N1Cc2ccccc2C1=O (stereo partly drawn) | 94.8 | 93.7 | 3.1 | 13.7 | 2.8 | x | -15.7 | 93.8 | -9.1 |
| O=C(Nc1ccc(-c2nnc3n2CCCCC3)cc1)c1cnccn1 | 89.3 | 108.1 | 0.2 | -11.7 | -101.5 | -0.25 | -22.7 | 102.6 | 3.8 |
| COc1ccc(C(=O)NCc2ccccn2)cc1 | 93.0 | 109.0 | 15.2 | 10.3 | -19.1 | 0.01 | -23.9 | 98.4 | -6.9 |
| Cn1c(=O)c2c(ncn2CC(O)CNc2ccc(Cl)cc2)n(C)c1=O (stereo not drawn) | 80.7 | 99.0 | -10.3 | 8.4 | -4.1 | -0.05 | -28.6 | 92.9 | -2.9 |
| O=C(NCCCNCc1ccccc1)c1ccccn1 | x | 99.8 | x | x | x | 1.12 | x | 108.3 | -15.1 |
| Cc1nc2nc(C)c(CCC(=O)NC(C)c3ccc4c(c3)OCCO4)c(C)n2n1 (stereo not drawn) | 97.1 | 103.3 | 1.8 | 5.5 | -0.4 | 1.11 | -21.8 | 103.1 | 7.4 |
| CCc1c(C)n2nc(C)cc2[nH]c1=O | 97.8 | 102.5 | -3.6 | 3.5 | 8.9 | 0.32 | -8.7 | 106.2 | -14.9 |
| Cc1nnc(SCC(C)C)[nH]c1=O | 91.3 | 103.2 | -16.1 | 4.5 | -5.4 | 0.52 | 29.2 | 102.4 | -5.4 |
| COc1ccc2[nH]c(C)c(CCN(Cc3cccs3)C(=S)Nc3cccc(F)c3)c2c1 | 44.2 | 92.6 | 8.3 | 25.7 | -9.2 | x | 16.7 | 64.2 | 1.2 |
| Cc1ccc2nc(N3CCC(C(=O)O)CC3)nc(-c3ccccc3)c2c1 | 84.6 | 104.1 | 15.1 | -13.5 | -5.6 | 0.05 | 13.2 | 98.6 | 4.3 |
| NC(=O)c1oc2ccccc2c1NC(=O)c1ccccc1 | 70.0 | 99.1 | -10.1 | 9.5 | -21.4 | -2.07 | 0.0 | 94.8 | 1.8 |
| CC1CCCC(NC(=S)Nc2ccc(SC(F)F)cc2)C1C (stereo not drawn) | 9.1* | 34.1* | -9.6 | 3.5 | 0.0 | -1.32 | 0.7 | 47.1 | 3.4 |
| O=C(NCCC1=CCCCC1)C1CCCN(S(=O)(=O)c2cccnc2)C1 (stereo not drawn) | 92.1 | 95.3 | -18.7 | 21.4 | -10.9 | x | 8.6 | 94.8 | 1.4 |
| CCOc1ccc(CN(CCO)CCO)cc1C(=O)OC | 82.5 | 97.4 | 20.6 | -12.1 | -4.9 | 1.5 | -1.8 | 91.9 | 16.4 |
| O=C(CSc1oc(-c2ccco2)nc1S(=O)(=O)c1ccccc1)NCC1CCCO1 (stereo not drawn) | x | x | -6.9 | -10.5 | -2.3 | -0.06 | 2.1 | x | x |
| Cc1ccc(S(=O)(=O)NCC(=O)Nc2ccc(C(F)(F)F)cc2)cc1 | 100.7 | 96.2 | 0.8 | 23.3 | 14.3 | 0.19 | 1.6 | 100.6 | -4.3 |
| COC(=O)C(C#N)c1nc2ccccc2nc1N1CCN(Cc2ccc3c(c2)OCO3)CC1 (stereo not drawn) | 76.1 | 99.9 | x | x | x | x | x | 92.1 | 5.3 |
| CC(C)(C)OC(=O)N1CCC(C(N)=O)CC1 | 95.5 | 111.3 | x | x | x | x | x | 106.4 | -2.5 |
| Cc1cc(SCCC(=O)O)nc2c(C)cccc12 | 96.0 | 107.2 | x | -19.9 | -6.6 | 1.11 | -11.7 | 94.2 | 10.7[fluorescence artefact?] |
| Cc1csc(NC(=O)CSc2nnc(Cc3cccn3C)n2-c2ccc(F)cc2)n1 | 97.0 | 96.6 | -12.9 | 13.9 | 12.7 | x | -1.6 | 103.8 | -11.9 |
| CCOC(=O)N1CCC(NC(=O)c2cc3sccc3n2CC)CC1 | x | x | 11.3 | 0.4 | -10.5 | -0.28 | -7.5 | x | x |
| COc1cc(NC(=O)c2ccco2)ccc1NC(=O)c1ccccc1Cl | 81.3 | 95.7 | 19.4 | 7.5 | 2.4 | -1.3 | -30.4 | 87.2 | -3.5 |
| O=C(Nc1ccccc1)Nc1ccc(C(=O)N2CCOCC2)cc1 | 78.4 | 100.9 | 8.1 | 25.2 | 3.5 | -0.54 | -10.1 | 80.4 | 2.6 |
| COCCNC(=O)C1CC(c2ccc([N+](=O)[O-])cc2)=NO1 (stereo not drawn) | x | x | 1.6 | 9.0 | -25.0 | x | 2.1 | x | x |
